Bioassay records deposited in PubChem by several laboratories.
KCNQ2 inh = KCNQ2 potassium channel inhibitors, primary screen, cell-based, CHO-K1, FluxOR thallium flux, B-score (AID 2156). 20 min; hits give low values. B-score at 10 µM. actives 1.1% (n = 310,000);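 active = fluorescence ratio B-score at most minus 3 library SDs, with starting brightness B-score within 2 library SDs, cut at about -5.5 in these data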
Target sequence (O88943 whole entry, looked up): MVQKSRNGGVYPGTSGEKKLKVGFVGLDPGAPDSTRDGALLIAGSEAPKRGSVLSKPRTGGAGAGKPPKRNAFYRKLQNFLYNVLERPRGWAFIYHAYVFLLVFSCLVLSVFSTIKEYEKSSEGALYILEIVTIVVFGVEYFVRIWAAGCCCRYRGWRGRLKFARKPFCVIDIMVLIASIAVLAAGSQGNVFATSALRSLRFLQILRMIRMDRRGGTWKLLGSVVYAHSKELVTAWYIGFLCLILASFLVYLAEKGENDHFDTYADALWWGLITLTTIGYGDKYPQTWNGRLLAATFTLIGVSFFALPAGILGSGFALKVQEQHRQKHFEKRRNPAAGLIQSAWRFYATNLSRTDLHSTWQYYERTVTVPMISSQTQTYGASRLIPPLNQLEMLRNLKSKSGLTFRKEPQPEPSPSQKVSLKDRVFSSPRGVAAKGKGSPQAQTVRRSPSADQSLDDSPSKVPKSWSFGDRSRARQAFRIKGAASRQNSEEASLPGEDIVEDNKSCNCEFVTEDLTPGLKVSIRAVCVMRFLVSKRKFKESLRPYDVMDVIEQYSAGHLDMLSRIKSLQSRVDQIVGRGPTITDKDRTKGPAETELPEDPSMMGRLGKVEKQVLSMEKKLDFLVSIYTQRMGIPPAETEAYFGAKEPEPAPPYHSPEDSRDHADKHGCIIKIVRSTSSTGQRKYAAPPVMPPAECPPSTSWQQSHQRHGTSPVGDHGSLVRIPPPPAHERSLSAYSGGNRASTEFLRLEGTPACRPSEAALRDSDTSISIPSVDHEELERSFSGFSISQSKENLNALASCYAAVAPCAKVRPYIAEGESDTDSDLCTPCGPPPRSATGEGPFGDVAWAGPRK
OX1R antag = blocks the human orexin 1 receptor; inhibition, % at 6.6 µM; O43613; OX1R-expressing cells, FRET antagonist read-out; actives 1.8% (n = 330,000); in the data active = inhibition mostly above about 38%, no sharp cut-off; inactive = mostly below about 40%;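 also: 0% = agonist challenge alone and 100% = reference antagonist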
STK33 kinase inh = blocks human STK33 kinase activity. inhibition, % at 10 µM. AID 2661. Q9BYT3. actives 0.073% (n = 320,000). purified STK33, MBP phosphorylation, ADP-Glo luminescence;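 active = inhibition at or above 25%, using the most active replicate where run in duplicate; inactive = inhibition below 25%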
Starred values were filed as active, the others as inactive; i = inactive; nt = no result given.

SMILES	KCNQ2 inh	OX1R antag	STK33 kinase inh
CCCS(=O)(=O)N1CCC(C(=O)N2CCN(C(=O)OCC)CC2)CC1	nt	17.5	-2.5
CCOc1ccc(N2CC(C(=O)NCc3ccc(C)n3C)CC2=O)cc1 (stereo not given)	i	9.2	1.4
Cc1ccc(C(C(=O)Nc2ccc(C(C)C)cc2)N(C)C(=O)c2ccc(=O)[nH]c2)cc1 (stereo not given)	i	17.4	-0.6
O=S(=O)(c1ccccc1)N1CCN(Cc2ccccc2C(F)(F)F)CC1	nt	19.4	-1.5
COc1ccc2oc(C(=O)Nc3nccs3)c(C)c2c1	i	25.8	-0.6
CCSc1nc(O)c(C2OC(=O)c3c2ccc(OC)c3OC)c(=O)n1CC (stereo not given)	i	7.2	-1.4
Cc1cc(C)n(-c2nc3c(c(=O)[nH]c(=O)n3C)n2CC(O)c2ccccc2)n1 (stereo not given)	i	12.9	0.3
Cc1cc(C)c2nc(NC(=O)c3ccc([N+](=O)[O-])o3)sc2c1	i	1.5	-0.4
CCc1ccc(C(=O)CCC(=O)Nc2ccc(OC)c(S(=O)(=O)N3CCCCC3)c2)cc1	nt	4.3	1.7
COc1ccc(NC(=O)c2ccc(NCCCN3CCOCC3)c([N+](=O)[O-])c2)cc1	i	53.2	-1.1
Cc1ccc(Cl)c2sc(NC(=O)C3=COCCO3)nc12	i	13.6	-0.8
O=C(NCCCNC(=O)c1ccccc1Br)c1ccccc1Br	i	21.0	-0.6
CCC(=O)N/C(=N\OCc1ccc(F)cc1)c1nonc1NC(=O)CC	i	20.4	1.3
CC(C)=CCN1CCN(Cc2cnc(-c3ccccc3)s2)CC1CCO (stereo not given)	i	14.4	-0.7
Cc1cc(C)c(S(=O)(=O)N2CCN(C(=O)C3COc4ccccc4O3)CC2)c(C)c1 (stereo not given)	nt	2.0	-0.1

Only OX1R antag (2 entries from above):
canonical_smiles,OX1R antag
Cc1ccc(Cl)c2sc(NC(=O)C3=COCCO3)nc12,13.6
O=C(NCCCNC(=O)c1ccccc1Br)c1ccccc1Br,21.0

Reformatted comma-delimited: part of the list above.
SMILES,KCNQ2 inh,OX1R antag,STK33 kinase inh
O=C(NCCCNC(=O)c1ccccc1Br)c1ccccc1Br,i,21.0,-0.6
CCC(=O)N/C(=N\OCc1ccc(F)cc1)c1nonc1NC(=O)CC,i,20.4,1.3
CC(C)=CCN1CCN(Cc2cnc(-c3ccccc3)s2)CC1CCO (stereo not given),i,14.4,-0.7

The list goes on.
SMILES	KCNQ2 inh	OX1R antag	STK33 kinase inh
COc1ccc(NC(=O)CN(C)C(=O)c2cn(-c3ccccc3)nc2-c2ccc(Cl)cc2)cc1	i	29.5	-0.8
O=C(COc1ccc(S(=O)(=O)Nc2ccc(Cl)cc2)cc1)N1CCOCC1	i	-0.9	-0.4
Cc1oc(-c2ccc(Cl)cc2)nc1CN1CCC(C(=O)N2CCN(Cc3ccccc3)CC2)CC1	i	4.8	-2.1
Cc1[nH]c2ccccc2c1-c1csc(N)n1	i	nt	-0.9
COc1ccc(CCNC(=O)CS(=O)(=O)Cc2nc(-c3ccccc3Cl)oc2C)cc1OC	i	15.4	-0.8
FC(F)(F)c1cccc(-c2nc3nc(Cl)c(Cl)nc3[nH]2)c1	i	40.0*	-0.2
Cc1ccc(NC(=O)OCCN2CCN(Cc3ccccc3)CCC2=O)cc1C	i	44.4	-0.2
C/C(=N\NC(=O)c1nnn(-c2nonc2N)c1CSc1ccc(Cl)cc1)c1ccco1	i	6.4	-0.7
Cn1cc(C(=O)c2ccc(Cl)cc2Cl)cc1C(=O)N/N=C(\N)COc1ccccc1	i	30.8	0.6
NC(=O)c1ccc(Nc2ccc3nonc3c2[N+](=O)[O-])cc1	i	nt	3.9
CC(C)n1c(SCC(=O)N2CCCC2)nc2c1c(=O)n(C)c(=O)n2C	i	11.7	-1.4
COc1ccc(C(=O)CSc2nnc(CNC(=O)c3ccco3)n2C)cc1	i	3.0	0.9
CCc1c(C)sc(NC(=O)CC#N)c1C#N	i	6.4	-1.9
Cn1c(CC(=O)Nc2ccccc2Cl)nnc1SCC(=O)NC1CCCCC1	i	5.9	-0.7
NC(=O)CCn1c2ccccc2c2ccccc21	i	1.6	2.0
COc1cccc(C(=O)Nc2ncc3c(n2)CC(C)(C)CC3=O)c1	i	16.8	1.2
Cc1nn(C)cc1CN(C)C(=O)CCc1nnc(CCC2CCCCC2)o1	i	27.0	-1.8
COc1ccc(NC2CCCN(C(=O)COc3ccc(C)cc3)C2)cc1 (stereo not given)	i	9.8	0.3
CCOc1ccc(CN(CC)C(=O)c2ccc3c(c2)[nH]c(=O)c(=O)n3CC)cc1OC	i	-4.3	0.3
Cc1ccc(NC(=O)N2CCCC(c3nc(-c4ccc(F)cc4)no3)C2)cc1 (stereo not given)	i	11.4	-3.4
COc1ccc(C(=O)NCCCN2CCOCC2)cc1	i	27.0	-2.0
O=C(N/N=C/c1cccc([N+](=O)[O-])c1)C(=O)N1CCCCCC1	i	12.3	-0.9
CCCCCCCCOC(=O)CCc1c(C)[nH]c(=S)[nH]c1=O	i	12.5	0.1
O=[N+]([O-])c1ccc(CCn2ccnc2)cc1	i	16.4	0.1
COc1cccc(/C=C/C(=C2/C(=O)N(c3ccccc3)N=C2C)c2ccc(Br)cc2)c1OC	i	4.5	0.3
O=C(COc1ccc2c3c(c(=O)oc2c1)CCCC3)NCc1ccccn1	i	6.8	0.2
O=C(Nc1cccc(F)c1)c1coc(=O)c(Br)c1	i	12.4	0.0
Cc1cccc(-n2nnc(C(=O)N3CCc4ccccc4C3)c2N)c1	i	16.0	-0.4
CN(CC(=O)Nc1ccc(F)cc1)C(=O)COC(=O)Cc1cccs1	i	4.2	0.4
Cc1ccc(S(=O)(=O)Nc2cc(=O)[nH]c(SCc3ccccc3Cl)n2)cc1	i	4.5	1.1
O=C1CSC(c2cn(-c3ccccc3)nc2-c2cc3ccccc3oc2=O)N1Cc1ccccc1 (stereo not given)	i	11.6	0.8
Nn1c(SCc2cn3cc(Cl)ccc3n2)nnc1-c1ccncc1	i	28.5	-2.0
O=C(COc1ccc(S(=O)(=O)N2CCCCC2)cc1)NCC1CCCO1 (stereo not given)	i	26.0	-1.1
O=C(c1ccc2c(c1)OCO2)N1CCCC1	i	9.7	-2.5
COc1ccc(-n2ncc3c(=O)n(Cc4c(F)cccc4Cl)cnc32)cc1	i	23.9	-0.1
Cc1ccc(S(=O)(=O)N(C)CC(=O)NCCCn2nc(C)cc2C)cc1	nt	3.2	2.8
CCN1CCN(C(=S)c2ccc(Cl)c(Cl)c2)CC1	i	8.7	-0.1
O=C(O)CCc1nc(-c2ccc(Cl)cc2)no1	i	8.6	-2.1
O=S(=O)(NCc1cccs1)c1cccc(S(=O)(=O)N2CCCCC2)c1	i	15.0	-2.3
COc1ccc(F)cc1C(=O)C1CCCN(C(=O)Cc2c(C)noc2C)C1 (stereo not given)	i	13.3	-1.3
O=C(C1CCC(CNS(=O)(=O)c2cccc3cccnc23)CC1)N1CCc2ccccc21 (stereo not given)	i	3.6	-0.3
CCN(CC)CCn1cnc2c1c(=O)[nH]c(=O)n2Cc1ccccc1	i	-10.4	-1.1
CCCS(=O)(=O)N1CCN(C(=O)c2ccc(-c3ccccc3)cc2)CC1	i	25.7	0.4
S=C(NCCC1=CCCCC1)Nc1ccc(Cl)cc1	i	36.6	0.2
O=C(Cc1ccc(Cl)cc1)NCCS(=O)(=O)N1CCN(c2ccccc2)CC1	i	8.4	-1.9
COc1cc(C(=O)Nc2nnc(CC(=O)N3CCOCC3)s2)cc(OC)c1OC	i	19.5	-0.6
CSc1ccc(S(=O)(=O)NCC(=O)OC2CCOC2=O)cc1[N+](=O)[O-] (stereo not given)	i	65.5*	-1.5
Cc1cccn2c(=O)nc(SCC(=O)N3CCC(C)CC3)nc12	i	8.5	-0.6
CCS(=O)(=O)N1CCC(C(=O)NCCN2CCN(Cc3ccccc3)CC2)CC1	i	5.1	-1.9
CC(CNC(=O)c1cc(Cl)ccc1[N+](=O)[O-])NC(=O)c1cc(Cl)ccc1[N+](=O)[O-] (stereo not given)	i	49.5	-2.8
CC(C)CCn1c(SCCc2ccccc2)nc2c1c(=O)[nH]c(=O)n2C	i	6.3	3.6
O=C(Oc1coc(CSc2nnc(NC(=O)c3cccs3)s2)cc1=O)c1ccccc1	i	5.0	-0.5
CCc1nnc(NC(=O)CN2CCCC(C)C2)s1 (stereo not given)	i	7.0	-4.2
CC1Cc2ccccc2N1C(=O)Cn1c(=O)oc2cc(S(=O)(=O)N3CCCCC3)ccc21 (stereo not given)	i	7.7	0.5
CCCN1CCC(=NNC(=O)c2ccc(Br)o2)CC1	i	8.7	-0.8
Fc1ccc(Oc2ccnc(Cl)n2)c(Cl)c1	i	-1.0	-1.0
Cc1ccc(C(=O)c2ccc([N+](=O)[O-])cc2)c(C)c1	i	21.0	0.8
Cc1ccc(CC(=O)N2CCN(C(=O)C3CCCO3)CC2)cc1 (stereo not given)	i	3.7	-1.4
Cc1ccc(NC(=O)c2cc(-n3cnnc3)ccc2Cl)cc1	i	16.5	-0.2
Cc1ccnc(NS(=O)(=O)c2ccc(Oc3ccccc3)cc2)c1	i	4.8	-1.3

More structures
SMILES	KCNQ2 inh	OX1R antag	STK33 kinase inh
N#CCCN(Cc1ccccc1)C(=O)c1cccs1	i	13.2	-0.3
O=C(/C=C\c1ccccc1)Oc1cccc2cccnc12	i	-0.5	-1.4
CC(Cc1cccnc1)NC(=O)c1cc(COc2ccc(F)cc2F)on1 (stereo not given)	i	28.8	-0.8
COc1ccc(NC(=O)COc2ccccc2C#N)c(S(=O)(=O)N2CCCCC2)c1	i	5.7	-0.4
O=C(CC(=O)Nc1ccc(F)cc1F)Nc1ccc(F)cc1F	i	3.4	0.4
COC(=O)C1=C[C@@H](C(=O)OC)C2C3=C(C(=O)C24CCCCC4)[C@H](C)n2c(=O)n(-c4ccccc4)c(=O)n2[C@@H]3C1 (stereo not given in full)	i	28.5	-0.6
CCc1nc2c(cnn2-c2ccc(F)cc2)c(=O)n1-c1ccc(N2CCC(C)CC2)cc1	i	7.5	-0.8
COc1ccccc1CN1CC(C(=O)NCCc2ccc(Cl)cc2)CC1=O (stereo not given)	i	7.4	-1.5
COc1cccc(OCc2cc(C(=O)N3CCN(C)C(c4ccccc4)C3)no2)c1 (stereo not given)	i	4.2	-1.5
COc1ccc(OC)c(S(=O)(=O)N2CCC(NC(=O)c3ccccc3)CC2)c1	i	4.0	0.2
COc1ccc(C(=O)N2CCN(c3cnn(-c4ccccc4)c(=O)c3Cl)CC2)cc1	i	15.7	-0.4
CCOC(=O)C1CCCN(C(=O)COc2ccc(S(=O)(=O)N(CC)c3ccccc3)cc2)C1 (stereo not given)	i	14.7	0.5
C/C=C/c1ccc(OCC(=O)N(CCOC)c2c(N)n(CCCC)c(=O)[nH]c2=O)c(OC)c1	i	13.8	0.5
Cc1cccc(NC(=O)c2ccc3c(c2)CCN3S(C)(=O)=O)c1	i	nt	0.6
CCNC(=O)/C(C#N)=C/c1c(N2CCN(c3ccccc3)CC2)nc2c(C)cccn2c1=O	i	12.9	0.3

Seven compounds drawn at random from those above, as already listed:
SMILES	KCNQ2 inh	OX1R antag	STK33 kinase inh
CCNC(=O)/C(C#N)=C/c1c(N2CCN(c3ccccc3)CC2)nc2c(C)cccn2c1=O	i	12.9	0.3
COc1cccc(OCc2cc(C(=O)N3CCN(C)C(c4ccccc4)C3)no2)c1 (stereo not given)	i	4.2	-1.5
COc1ccc(C(=O)N2CCN(c3cnn(-c4ccccc4)c(=O)c3Cl)CC2)cc1	i	15.7	-0.4
Cc1cccc(NC(=O)c2ccc3c(c2)CCN3S(C)(=O)=O)c1	i	nt	0.6
N#CCCN(Cc1ccccc1)C(=O)c1cccs1	i	13.2	-0.3
COC(=O)C1=C[C@@H](C(=O)OC)C2C3=C(C(=O)C24CCCCC4)[C@H](C)n2c(=O)n(-c4ccccc4)c(=O)n2[C@@H]3C1 (stereo not given in full)	i	28.5	-0.6
O=C(/C=C\c1ccccc1)Oc1cccc2cccnc12	i	-0.5	-1.4

(listing goes on)
SMILES	KCNQ2 inh	OX1R antag	STK33 kinase inh
O=C(CS(=O)c1ccc(C(F)(F)F)cc1[N+](=O)[O-])Oc1ccc(Cl)cc1 (stereo not given)	i	33.8	-1.3
Cc1ccc2nc(-c3ccccc3)cc(C(=O)N3CCN(c4ccccc4O)CC3)c2c1	i	3.4	-0.6
Cc1ccc(CN2C(=O)c3ccccc3NC2c2ccccn2)cc1 (stereo not given)	i	47.6	-0.5
CS(=O)(=O)N(CC(=O)NCc1ccccc1)C1CCCCC1	i	8.8	-2.2
O=C1CCC(=O)N1Cc1c(Cl)cccc1Cl	i	19.1	0.1
COc1ccccc1CNC(=O)C1CCN(S(=O)(=O)c2cccc3cccnc23)CC1	i	8.5	1.2
c1ccc(CNCc2ccco2)cc1	i	-2.4	-1.2
CN(C)C(=O)C1C2NC(=S)N(c3cccc(Cl)c3)C1(C)Oc1ccc(Cl)cc12 (stereo not given)	i	20.5	-0.3
Cc1cccc(NC(=S)N(CCCN2CCOCC2)Cc2ccco2)c1	i	10.7	1.1
C#CCOCCOCCOCCNc1nc(N2CCN(C(=O)[C@H]([C@@H](C)CC)n3cc(CCCN=C(N)N)nn3)CC2)nc(N2CCN(C(=O)[C@H](Cc3ccc(O)cc3)n3cc(CCO)nn3)CC2)n1	nt	1.4	0.2
Cc1ccc(NC(=O)CSc2ncn(-c3ccccc3)n2)cc1C	i	6.7	-1.8
CN1/C(=C\C(=O)COC(=O)CNC(=O)c2ccccc2F)C(C)(C)c2ccccc21	i	12.6	-0.1
CS(=O)(=O)c1ccc(Cl)c(NC(=O)C2CC(=O)N(Cc3ccccc3)C2)c1 (stereo not given)	i	23.0	-1.9
